MEKK3 PB1 HTS: modulators (inhibitors or enhancers) of MEK5 binding to human MEKK3 PB1 domain; bead-based flow cytometry, Alexa488-MEK5 binding to MEKK3; actives lie on both sides; 0 = blocked by unlabeled MEK5, 100 = vehicle; binding response (% of control), % at 10 µM; actives 1.4% (n = 290,000);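 active = binding response more than 3 SD above or below the average of its plate-row segment, actives on both sides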;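 note: Alexa488 bead fluorescence after subtracting the streptavidin-only scavenger bead signal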
Target sequence (Q99759 whole entry, looked up, the tested form may be a part): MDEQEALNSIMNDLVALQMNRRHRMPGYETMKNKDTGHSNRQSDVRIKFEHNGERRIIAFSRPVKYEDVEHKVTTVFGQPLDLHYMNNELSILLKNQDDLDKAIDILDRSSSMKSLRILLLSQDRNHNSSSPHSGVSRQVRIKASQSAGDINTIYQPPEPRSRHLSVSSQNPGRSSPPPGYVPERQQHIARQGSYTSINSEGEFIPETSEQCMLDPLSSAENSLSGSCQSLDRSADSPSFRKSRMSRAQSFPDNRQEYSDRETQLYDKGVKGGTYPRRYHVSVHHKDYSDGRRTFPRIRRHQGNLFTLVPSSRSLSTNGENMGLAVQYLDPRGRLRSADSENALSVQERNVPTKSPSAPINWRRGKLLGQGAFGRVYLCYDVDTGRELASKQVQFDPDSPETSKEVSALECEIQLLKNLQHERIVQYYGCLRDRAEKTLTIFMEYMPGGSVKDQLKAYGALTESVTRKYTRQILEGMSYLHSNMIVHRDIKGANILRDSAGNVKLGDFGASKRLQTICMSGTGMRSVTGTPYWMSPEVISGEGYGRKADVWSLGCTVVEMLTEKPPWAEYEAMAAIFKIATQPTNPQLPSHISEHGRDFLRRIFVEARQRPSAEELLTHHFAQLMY
CRFR2-BP antag: CRF-BP/CRF-R2 complex antagonism. actives 0.59% (n = 350,000). inhibition, % at 11.8 µM. HEK293 CRF-R2/CRF-BP, CRF-induced calcium fluorescence;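 active = inhibition of the ligand-induced calcium signal above about 50% at the single tested concentration, limit read from the data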
GalR3 antagonist: human GalR3 antagonism | O60755 | inhibition, % at 3 µM | actives 0.44% (n = 360,000) | HEK293 GalR3-CNG cAMP membrane potential fluorescence; galR3 body fused to GalR1 C-terminus;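 active = inhibition above the screen-wide average plus 3 SD, cut at about 13% in these data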;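 note: forskolin and galanin both at EC90 stimulate the cells; cAMP rise reported by CNG channel membrane potential dye signal; 0% = forskolin plus galanin with DMSO and 100% = forskolin alone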
Target sequence (O60755 1-299 limits assumed): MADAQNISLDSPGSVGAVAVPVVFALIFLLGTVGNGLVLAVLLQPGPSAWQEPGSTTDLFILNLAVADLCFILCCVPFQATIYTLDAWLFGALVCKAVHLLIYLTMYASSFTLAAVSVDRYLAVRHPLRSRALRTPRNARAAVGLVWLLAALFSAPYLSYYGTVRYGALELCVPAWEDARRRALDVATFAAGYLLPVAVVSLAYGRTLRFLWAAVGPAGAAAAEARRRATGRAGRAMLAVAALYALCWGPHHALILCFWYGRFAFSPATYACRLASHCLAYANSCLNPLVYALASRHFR
SUMO HTRF inh: blocks human SUMOylation mediated by UBC9; HTRF SUMOylation assay, SAE1/SAE2 + UBC9, in vitro; inhibition, % at 35 µM; actives 0.36% (n = 290,000); AID 2006; in the data active = inhibition above about 50%, passing the limit was not always enough; note: strong numbers were not always called active
Target sequence (P63279 whole entry, looked up): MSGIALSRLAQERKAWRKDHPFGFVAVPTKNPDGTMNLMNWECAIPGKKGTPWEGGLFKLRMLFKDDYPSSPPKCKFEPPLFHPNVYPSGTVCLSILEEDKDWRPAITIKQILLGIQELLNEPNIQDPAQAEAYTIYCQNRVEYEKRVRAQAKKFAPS
MEKK2 WT-MEK5: raises or lowers MEK5 binding to wildtype human MEKK2 PB1 domain; bead flow cytometry, Alexa488-MEK5 binding to MEKK2 WT; actives lie on both sides; binding response (% of control), % at 10 µM; actives 1.1% (n = 290,000); Q9Y2U5; AID 1531; in the data active = binding response below about 67% or above about 130%
DNA FID counter: displaces DNA intercalator in HCV helicase counter-screen | DNA fluorescent intercalator displacement, fluorescence | inhibition, % at 7.9 µM | actives 0.17% (n = 290,000) | AID 1845; in the data active = inhibition above about 37%;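 note: 0% = vehicle and 100% = reference compound; higher means more ethidium bromide displaced from hairpin DNA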
MEKK2mut PB1 HTS: signal of MEK5 binding to mutant human MEKK2 PB1 domain; bead flow cytometry, Alexa488-MEK5 binding to MEKK2 mutant; actives 0.35% (n = 290,000); percent response, % at 10 µM; AID 1530; in the data active = percent response above about 24%, passing the limit was not always enough; note: inactives centre near 1; some results filed as inactive read as strong as hits
CRFR2-BP ag: CRF-BP/CRF-R2 complex agonism; HEK293 CRF-R2/CRF-BP, calcium dye fluorescence (FLIPR); percent of saturating CRF peptide response; activation, % at 13.2 µM; actives 0.46% (n = 350,000); AID 588473;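 active = activation of at least 50%, plus an integration ratio under a set limit after plate pattern correction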;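 note: plate controls were neutral control wells without compound for no effect and CRF at EC100 for full effect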
NS3 helicase inh: inhibitors of Hepatitis C virus NS3 helicase; AID 1800; inhibition, % at 10.9 µM; actives 0.56% (n = 290,000); NS3 helicase DNA unwinding, Cy5 molecular beacon fluorescence;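 active = inhibition above the mean of all tested compounds plus 3 SD, set per campaign, cut at about 35% in these data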;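 note: 0% = DMSO wells and 100% = thioflavine S control wells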
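Material: hepatitis C virus NS3 helicase domain fragment enzyme; measured by: Cy5 fluorescence, 0 and 60 min reads; control set: DMSO and thioflavine S; incubation: 60 min unwinding reaction at 25 °C after ATP addition; read-out basis: % inhibition from 60/0 min fluorescence ratio, DMSO 0%, thioflavine S 100%; repeats: singlicate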
Starred values were filed as active, the others as inactive; · = not tested or not shown. Not all compounds are listed; rates above refer to the full screens.

SMILES	MEKK3 PB1 HTS	CRFR2-BP antag	GalR3 antagonist	SUMO HTRF inh	MEKK2 WT-MEK5	DNA FID counter	MEKK2mut PB1 HTS	CRFR2-BP ag	NS3 helicase inh
CCC(C(=O)NCc1ccco1)N(C(=O)CNS(=O)(=O)c1ccc(C)cc1)c1ccccc1OC (stereo unspecified)	105	9	-1	17	109	-35	22	-5.9	4
O=C(Nc1ccc(F)cc1F)N1CCCCCC1	104	-9	-3	5	109	-3	2	-0.6	-2
CCC(Sc1nc2n[nH]c(C)c2c(=N)n1-c1cccc(Cl)c1C)C(=O)N(CC)CC (stereo unspecified)	85	-4	17*	16	87	-4	-3	-0.3	-6
CCOc1ccc(C(=O)CCN2CCOCC2)cc1	104	-1	-6	11	104	-3	3	1.0	-5
O=C(CCl)Nc1cccc(-c2cnc3ccccc3n2)c1	95	-29	-5	2	101	1	1	6.8	-14
COc1cc(C(=O)Nc2ccc(-c3nc4cc(C)ccc4o3)c(O)c2)cc(OC)c1OC	100	-35	0	31	107	4	1	5.0	-3
COc1ccc(C(=O)NN(C)c2nc(-c3ccccc3)cc(C)c2S(C)(=O)=O)cc1	109	-18	0	10	108	0	18	0.8	6
CCC(CC)C(=O)Nc1cccc(-c2nc3ccccc3o2)c1	104	-9	0	19	103	-16	7	-0.9	-5
Cc1ccc(C)c(N2CCN(C(=O)c3ccc(CS(=O)Cc4ccc(Cl)cc4)o3)CC2)c1 (stereo unspecified)	96	4	0	5	96	-52	-2	0.6	3
Cc1ccc(C(=O)NC(=S)Nc2ccc3[nH]c(=O)[nH]c3c2)cc1C	145*	-2	-8	16	109	-4	0	1.0	-1
Cc1ccccc1CNS(=O)(=O)c1csc(C(N)=O)c1	99	18	-8	15	103	-3	5	3.4	2
Cn1c2[n+](c3ccc(Cl)cc3c1=O)Cc1ccccc1-2	108	-3	-1	3	110	3	4	0.2	2
O=C1S/C(=C\c2ccc(N3CCOCC3)o2)C(=O)N1c1ccccc1	99	-23	-5	-4	88	-31	-7	6.0	28
CCOc1cc(N2CCOCC2)c(OCC)cc1NC(=O)c1c(-c2ccccc2Cl)noc1C	101	-5	11	-21	101	-30	-2	1.5	-10
COC(=O)c1ccccc1NC(=O)CSc1ccccn1	109	10	-1	-26	113	-7	8	-0.4	-4
C/C(=N\NC(=S)NCc1ccccc1)c1ccc(Cl)cc1	100	-20	-2	1	104	-6	-1	0.4	15
NC(=O)C(c1ccccc1)c1ccc(C(=O)c2ccccc2)cc1 (stereo unspecified)	96	-5	2	14	97	-27	1	-0.1	-5
Cc1ccc(S(=O)(=O)N2CCC(C(=O)N3CCC[C@H]3C(=O)NCc3ccco3)CC2)cc1	99	7	-5	23	99	-14	9	4.2	3
COc1ccc(-n2c(C)cc(C3=NNC(=NC4CC4)SC3)c2C)cc1	102	-2	-6	-4	101	-13	5	0.3	-5
COc1cc(/C=C2/SC(=O)NC2=O)ccc1OCc1ccccc1	91	-7	-4	11	95	-16	-2	-8.2	20
Cc1ccc(CSc2ncnc3ccccc23)cc1	101	20	7	12	100	-6	1	-2.3	20
O=C(Nc1ccc2c(c1)OCO2)C(c1ccc(Cl)cc1)N1CCC2(CC1)OCCO2 (stereo unspecified)	100	5	-1	-3	104	-13	10	0.1	-8
Cc1csc(N(C(=O)c2ccccc2F)c2ccccc2)n1	76	25	-6	-5	80	-8	-10	0.5	-4
COc1ccc(NC(=O)CNS(=O)(=O)c2ccccc2)cc1Cl	104	-13	-1	-6	105	-1	1	-3.1	3
Cc1nn(-c2ccccc2)c(N2CCCC2)c1/C=N/NC(=O)c1cc(-c2ccccc2)nc2ccccc12	90	-4	-3	8	93	-6	3	1.0	-9
(more compounds)
SMILES	MEKK3 PB1 HTS	CRFR2-BP antag	GalR3 antagonist	SUMO HTRF inh	MEKK2 WT-MEK5	DNA FID counter	MEKK2mut PB1 HTS	CRFR2-BP ag	NS3 helicase inh
Cc1ccc(N=C2CCCN2Cc2ccccc2)c(C#N)c1	99	12	-2	6	98	-4	0	-0.6	4
NC(=O)Nc1ccc(Oc2c(F)c(F)c(F)c(F)c2F)cc1	96	-10	-3	-10	93	-2	-3	3.6	-4
Cc1cc(C)n2nc(C(=O)N/N=C/c3cccs3)nc2n1	98	-11	-9	26	96	-1	2	5.7	2
Cc1c(Br)c([N+](=O)[O-])nn1CC(=O)Nc1ccccn1	83	-5	5	15	81	2	-15	-0.3	0
O=C(COc1ncnc2cc([N+](=O)[O-])ccc12)NCCc1ccc(Cl)cc1	108	6	-4	0	104	11	-1	0.2	-1
CCOC(=O)c1c(NC(=O)C[n+]2ccc(Cc3ccccc3)cc2)sc(C)c1C	94	47	-5	10	138*	11	11	-5.0	-68
Cc1cc(NS(=O)(=O)c2ccc(NC(NC(=O)C(C(F)(F)F)C(F)(F)F)(C(F)(F)F)C(F)(F)F)cc2)no1	89	5	·	3	97	4	3	-0.7	6
O=C(Nc1cccc(C(=O)Nc2ccc(F)cc2F)c1)c1ccccc1	101	0	-2	-3	100	-9	-6	-2.4	-5
O=C(COC(=O)C1CC2C=CC1C2)NCc1ccc(F)cc1 (stereo unspecified)	107	12	8	1	105	-5	4	-0.4	-3
COC(=O)N/N=C/c1ccc(OCCSc2ccc(Cl)cc2)c(OC)c1	104	-32	-10	6	98	-15	-2	-0.3	-1
CCOc1ccccc1-n1c(SCC(N)=O)nnc1-c1ccccc1	102	-20	-6	11	104	-17	7	-4.6	8
CO/N=C(/CNC(=O)c1ccc(F)cc1)c1ccc(Cl)cc1	·	14	-3	2	·	-4	·	-2.8	-5
CCOC(=O)NC(=O)C(=CNc1cccc(OC)c1)C(=O)NC(=O)OCC	98	-12	-3	18	95	5	-1	2.9	-2
Cc1nc2ccccc2c(=O)n1/N=C/c1ccncc1	103	-8	2	13	103	-8	0	-0.7	-2
COC(=O)CNC(=O)c1ccccc1[N+](=O)[O-]	96	9	-2	·	98	1	-1	0.2	0
COC(=O)[C@H](Cc1ccccc1)NC(=O)NCc1ccc(S(N)(=O)=O)cc1	92	-9	-6	13	91	-3	-5	1.1	3
OCC1(Cc2cccc(C(F)(F)F)c2)CCN(Cc2cc(F)cc(F)c2)CC1	93	-18	-6	-8	114	25	2	0.1	3
CCOC(=O)c1ccc(NC(=O)COc2cc(=O)n(CC)c3ccccc23)cc1	99	11	3	-15	99	-3	0	-0.8	-3
Cc1cc(OC(C)C)nc(NCc2ccccc2)n1	101	-1	-2	15	101	-11	1	-0.4	-7
O=c1[nH]c2ccccc2cc1CN(CC1CCCO1)S(=O)(=O)c1ccc(Cl)cc1 (stereo unspecified)	102	-15	-5	10	96	-30	-5	-0.2	-5
O=[N+]([O-])c1cccc(OCc2cn3cccnc3n2)c1	82	-9	11	-2	79	-1	-15	3.7	17
Cc1nc(Nc2nc3ccccc3o2)nc2c1CCC2	109	0	-5	14	110	-4	9	0.2	-7
O=C(/C=C/c1ccc(Cl)cc1)Nc1ccc(N2CCCCC2)cc1	105	-4	0	9	104	1	5	6.0	1
COC(=O)C1=C(C(=O)OC)[C@@H]2N(C)c3ccccc3[C@@]23C[C@@H](C(=O)OC)N(C(=O)C2CCC2)C3=N1	104	-5	-3	-14	91	·	-2	1.0	·
Cc1cccc(/C=N/NC(=O)Cc2ccc(Cl)cc2)c1O	105	-1	-11	-3	108	-11	4	-2.0	-9

A second format for part of the listing above:
The line under a structure holds: MEKK3 PB1 HTS | CRFR2-BP antag | GalR3 antagonist | SUMO HTRF inh | MEKK2 WT-MEK5 | DNA FID counter | MEKK2mut PB1 HTS | CRFR2-BP ag | NS3 helicase inh
Cc1nc2ccccc2c(=O)n1/N=C/c1ccncc1
→ 103 | -8 | 2 | 13 | 103 | -8 | 0 | -0.7 | -2
COC(=O)CNC(=O)c1ccccc1[N+](=O)[O-]
→ 96 | 9 | -2 | · | 98 | 1 | -1 | 0.2 | 0
COC(=O)[C@H](Cc1ccccc1)NC(=O)NCc1ccc(S(N)(=O)=O)cc1
→ 92 | -9 | -6 | 13 | 91 | -3 | -5 | 1.1 | 3
OCC1(Cc2cccc(C(F)(F)F)c2)CCN(Cc2cc(F)cc(F)c2)CC1
→ 93 | -18 | -6 | -8 | 114 | 25 | 2 | 0.1 | 3

The list continues.
SMILES	MEKK3 PB1 HTS	CRFR2-BP antag	GalR3 antagonist	SUMO HTRF inh	MEKK2 WT-MEK5	DNA FID counter	MEKK2mut PB1 HTS	CRFR2-BP ag	NS3 helicase inh
O=C(CN1CCC(n2nnc3cc(C(F)(F)F)ccc32)CC1)NNC(=O)c1ccco1	95	20	-3	-2	92	-4	-10	-2.1	5
COc1cc(NC(=O)Cn2cnc3ccccc3c2=O)c(OC)cc1Cl	101	-21	3	10	100	-7	-1	-1.7	-5
COc1ccc(CNC(=O)CN2C(=O)CSc3ccc(S(=O)(=O)N4CCCCC4)cc32)cc1	100	-2	-8	14	98	-37	2	-0.4	5
CCOc1cc(C(=O)CCC(=O)OCC(=O)N2c3ccccc3NC(=O)C2(C)C)ccc1O	99	6	-6	13	91	-23	-6	-1.0	2
O=C(Nc1nc(-c2ccc(Oc3ccccc3)cc2)cs1)C1=COCCO1	101	-13	6	-7	103	-2	5	0.5	-12
Cc1ccc2sc(NNC(=O)c3cc(-c4cccs4)nc4ccccc34)nc2c1C	107	·	4	36	98	0	-4	·	3
Cc1nn(C)c(C)c1NC(=O)C12CC3CC(CC(C3)C1)C2	103	2	-7	-8	102	-15	1	0.2	12
CCC1(CC)NC(=S)N(Nc2ccccc2)C1=O	98	3	-4	2	97	-3	0	-0.6	-1
CCOc1ncccc1C(=O)OCC(=O)c1ccc(OC)c(OC)c1	102	2	-9	7	103	-22	4	-3.7	5
CN(C)c1ccc(C(=O)OCC(=O)N2CCOCC2)cc1	110	9	-1	-14	103	0	4	-2.1	0
S=C(Nc1ccccc1)N1N=CCC1c1ccccc1 (stereo unspecified)	111	-4	-6	8	109	5	10	-0.8	-5
Cc1ccc(NC(=O)CSc2nc3ccccc3c3nc4ccccc4n23)cc1	97	4	-8	38	98	3	5	0.6	-2
Cc1ccc(C(=O)C(OC(=O)c2c(C)cc(=O)oc2C)c2ccccc2)cc1 (stereo unspecified)	99	-16	1	1	92	-1	0	2.7	-1
Cc1csc(NC(=O)CSc2nnc(NC(=O)COc3ccccc3)s2)n1	101	25	-1	26	96	-2	-1	-0.4	1
CCN1CCN(CC(=O)NC2CCCCC2)C(=O)C1=O	109	-2	-3	-1	109	-3	10	3.5	-3
CCCCCCC(c1c(C)n(C)n(-c2ccccc2)c1=O)c1c(C)n(C)n(-c2ccccc2)c1=O	98	-4	-3	10	92	-36	-9	0.2	-13
Cc1cc(C)n2c(Nc3ccc4c(c3)OCCO4)c(-c3ccccc3)nc2n1	93	-2	-4	9	84	-14	0	-1.4	0
COc1ccc(CC(=O)NCc2ccccc2Cl)cc1S(=O)(=O)N1CCOCC1	72	7	-5	·	100	-6	-2	1.5	8
Cc1cc(=O)cc(C)n1-c1ccccc1N1CCOCC1	101	7	-2	-4	103	-1	2	0.6	-1
CCOC(=O)c1ccc(NC(=O)CSc2ccc(-c3ccncc3)nn2)cc1	116	-3	-1	-16	105	-2	-1	-0.5	-5
CCC(CCC(=O)Nc1cccc(C(=O)O)c1)C(=O)O (stereo unspecified)	104	10	3	19	103	2	15	0.0	-2
COc1ccc(OC)c(S(=O)(=O)Nc2ccccc2C(F)(F)F)c1	102	12	-8	5	103	-3	1	-2.6	0
Cc1ccc(CN(C(=O)c2csnn2)C(C(=O)NC2CCCC2)c2ccc(C)o2)cc1 (stereo unspecified)	83	-24	-2	-3	103	-24	2	-1.3	3
CCN(CC)CCN1C(=O)c2ccccc2NC1c1cc(OC)c(OC)c(OC)c1 (stereo unspecified)	103	20	-1	15	98	21	0	-0.3	-1

Compound activity: PubChem, several laboratories
